RGS12 GoLoco inh: qHTS Assay for Inhibitors of RGS12 GoLoco Motif Activity (Red Fluorophore); 230,000 compounds, 0.44% hits; Potency, µM (titrated, usually from 61.6 µM), without a hit: at the highest dose activity, negative = inhibition, actives largely listed as inhibitors; Gai1:RGS12 GoLoco peptide FP, rhodamine, 10 min; AID 880, 2007; active = well fitted inhibition curve with a large enough effect, not every such curve was filed as active; inactive = no such curve, though single readings can be large or run the other way; also: % is scaled to controls: 0 for no effect and ±100 for the full control effect; nearly all actives have a fitted effect of over 30% in size; many of its hits are not listed in these tables
Target sequence (P63096 whole entry, looked up): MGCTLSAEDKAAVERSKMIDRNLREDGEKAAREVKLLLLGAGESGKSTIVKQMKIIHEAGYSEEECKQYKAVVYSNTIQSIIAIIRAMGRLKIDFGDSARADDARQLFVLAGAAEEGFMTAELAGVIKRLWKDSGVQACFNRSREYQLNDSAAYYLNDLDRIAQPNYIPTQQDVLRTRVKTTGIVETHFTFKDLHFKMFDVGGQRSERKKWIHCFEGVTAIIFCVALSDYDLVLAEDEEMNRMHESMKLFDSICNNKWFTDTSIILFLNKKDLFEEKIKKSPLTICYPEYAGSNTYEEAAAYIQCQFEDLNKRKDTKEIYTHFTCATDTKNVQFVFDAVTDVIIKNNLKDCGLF
aGlu spleen mod: qHTS Assay for Inhibitors and Activators of Human alpha-Glucosidase From Spleen Homogenate | Lysosomal alpha-glucosidase (Homo sapiens), P10253 | human spleen homogenate, 4-MU-alpha-glucoside fluorescence | Potency, µM (series often up to 79.9 µM), without a hit: top-dose activity change, negative = inhibition, hits mostly inhibitors | 240,000 compounds, 0.006% hits;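 also: 0% = enzyme with vehicle and -100% = no enzyme basal signal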
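Enzyme source: human spleen homogenate, 1 ug/well. Buffer 50 mM citric acid/K phosphate pH 5.0, 0.01% Tween-20. 4-MU-alpha-glucoside 1 mM; 37 C x 40 min; NaOH/glycine stop; fluorescence.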
HttQ103 aggreg: qHTS Multiplex Assay to Identify Dual Action Probes in a Cell Model of Huntington: Aggregate Formation (GFP). PC12 HttQ103-GFP aggregates, Acumen cytometry, 40 h. Potency, µM (titrated, usually from 46.1 µM), inactives show top-dose activity change, negative = inhibition, hits mostly inhibitors. 220,000 compounds, 1.1% hits; also: % is scaled to controls: 0 for no effect and ±100 for the full control effect; nearly all actives have a fitted effect of over 60% in size
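Aggregates are detected as GFP objects 1–25 µm with signal 6 STDEV over background in lysates of induced PC12 cells. These carry Huntingtin exon 1 with 103 glutamines fused to GFP under an ecdysone promoter; compounds titrated.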
GAA inhib: qHTS Assay for Inhibitors of Human alpha-Glucosidase as a Potential Chaperone Treatment of Pompe Disease. purified human GAA, 4-MU-alpha-glucoside fluorescence. Lysosomal alpha-glucosidase (Homo sapiens), P10253. Potency, µM (highest dose often 76.9 µM), inactives show at the top dose activity change, negative = inhibition, actives largely listed as inhibitors. AID 1466, 2008. 200,000 compounds, 0.005% hits;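 also: plate controls were uninhibited enzyme wells for no effect and no-enzyme background for full effect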
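Fluorescence at Ex 365/Em 440 nm from 4-methylumbelliferone reported enzyme activity after 20 min at room temperature. Reactions used 4 nM enzyme and 400 uM substrate at pH 5.0; curves fitted with the Hill equation.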
GAA glycogen mod: qHTS Assay for Inhibitors and Activators of Human alpha-Glucosidase Cleavage of Glycogen; Lysosomal alpha-glucosidase (Homo sapiens), P10253; recombinant GAA, glycogen substrate, Amplex Red glucose oxidase fluorescence; Potency, µM (top dose mostly 76.4 µM), for the others: at the top dose activity change, negative = inhibition, usual class: inhibitors; 300,000 compounds, 0.38% hits; AID 2100, 2009;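 also: 0% = full enzyme reaction and -100% = no-enzyme basal signal; the screen sought inhibitors and activators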
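Natural-substrate format: glycogen cleavage by 4 nM human enzyme, glucose read by Amplex Red coupling (Ex 573, Em 610 nm). Normalized to enzyme and no-enzyme controls.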
IMPase Li cell: qHTS Assay for Identifying the Cell-Membrane Permeable IMPase Inhibitors: Potentiation with Lithium | CHO-M1 cells, IP1 TR-FRET (IP-One), carbachol + lithium | Potency, µM (highest dose often 59.4 µM), for the others: at the highest dose activity, negative = IMPase inhibition, actives largely listed as inhibitors | 210,000 compounds, 0.35% hits;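 also: IP1 builds up when IMPase is blocked and the TR-FRET signal falls; plate controls were basal vehicle for no effect and high inhibitor control for full effect; nearly all actives have a fitted effect of over 50% in size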
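CHO cells stably expressing M1 receptor (2000/well, cultured 16–30 h) treated 30 min at 37C with compound plus low lithium. Cytosolic IP1 by TR-FRET (665/620 ratio and 620 channel) after 10 min lysis; AC50 by Hill fit.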
HTT cytoprotect: qHTS Multiplex Assay to Identify Dual Action Probes in a Cell Model of Huntington: Cytoprotection (ATP) | PC12 HTT-Q103 induced, cytoprotection, ATP luminescence, 40 h | Potency, µM (series often up to 56.4 µM), for inactives: cytoprotection (ATP increase), usual class: activators | 230,000 compounds, 0.14% hits;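 also: % of control where 0% means no effect; nearly all actives have a fitted effect of over 45% in size; toxic huntingtin expression switched on by the ecdysone agonist tebufenozide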
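Readout: ATPlite luminescence (ATP level). Model: stable PC12, inducible Htt exon1 Q103-GFP. Inducer: tebufenozide, 100 nM final. Compounds: dose series. No G418 in medium.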
Active calls of the source: *; ? = inconclusive; / = not tested or not shown; [ ] = remark or other dose. Unless noted, calls follow the shape of the dose curve; as a rule, active = well fitted curve in the direction sought with a large enough effect; inconclusive = small, poorly fitted or top-dose-only effect, or another doubt; inactive = no such curve, though single readings can be large; an effect the other way counts as inactive or inconclusive. Potency is read from the fitted curve at half-maximal effect. These rows are one share of the data. The share of hits here may be higher or lower than overall.

molecule | aGlu spleen mod | IMPase Li cell | HttQ103 aggreg | RGS12 GoLoco inh | HTT cytoprotect | GAA glycogen mod | GAA inhib
O=C(Nc1cccnc1)c1ccc(S(=O)(=O)c2ccc(Cl)cc2)cc1 | -6% | 5% | -15% | -11% | 15% | -4% | 3%
N#CCCn1cc(C(=O)Nc2ccccc2Br)c(-c2cc3ccccc3o2)n1 | -8% | -15% | 6% | 9% | 17%[10 µM] | 8% | -3%
Cc1cccc2cc(CN(CC3CCCO3)C(=S)Nc3ccccc3)c(=O)[nH]c12 (configuration not stated) | -3% | 2% | -11% | 4% | 12%[10 µM] | -3% | ?
C/C(CC(=O)Nc1cc(C)ccn1)=N\NC(=O)c1cccc(C)c1 | 4% | 9% | 11% | 14% | -19% | ? | -6%
Cc1ccc(C(=O)CSc2nc3c([nH]2)c(=O)n(C)c(=O)n3C)cc1 | 0% | 17% | ? | 5% | -5%[10 µM] | -7% | 3%
COc1ccc(/C=N/NC(=O)CCn2cnc(-c3ccccc3)c2-c2ccccc2)cc1 | 1% | 7% | ? | 5% | -44%[10 µM] | -3% | -3%
COC(=O)c1ccc(COC(=O)CCC(=O)c2cccs2)cc1 | 1% | 3% | 16% | 4% | -11%[10 µM] | 9% | 3%
O=C(c1cc(-c2cccs2)on1)N1CCCc2ccccc21 | -5% | 17%[38.3 µM] | / | -4% | / | -13% | -12%
O=C(NN=C(Cc1ccccc1)Cc1ccccc1)c1ccccc1F | 5% | 14% | -3% | -8% | -72%[inhibitor] | 4% | 4%
COC(=O)C1=C(C)NC(=O)NC1c1ccc(OC(=O)c2ccco2)cc1 (configuration not stated) | -4% | 7% | 5%[9.22 µM] | 18% | ? | 27% | ?
CC1Cc2ccccc2N1C(=O)CCS(=O)(=O)c1cccc2nonc12 (configuration not stated) | -13% | 9%[38.3 µM] | -5% | 6% | ? | 3% | 1%
O=C(COc1ccc(Oc2ccccc2)cc1)NCc1cn2ccccc2n1 | / | 25% | -2% | 5% | -111%[inhibitor] | 0% | 0%
O=C(OCc1nc2scc(-c3ccccc3)c2c(=O)[nH]1)c1cc(Cl)ccc1[N+](=O)[O-] | -2% | 6% | -4% | 15% | 12%[0.074 µM] | 3% | -6%
Cc1cc(/C=C(\C#N)C(=O)O)c(C)n1CCC(C)C | -3% | / | 7%[9.22 µM] | 6% | -4%[10 µM] | 8% | /
COc1cc(C(=O)N(CCCO)Cc2cc3ccc(C)c(C)c3[nH]c2=O)cc(OC)c1OC | 0% | 0%[38.3 µM] | 7% | -2% | -1% | 3% | 8%
NCCCCCc1nnc(SCC(=O)Nc2cccc(Cl)c2)o1 | -6% | 8%[38.3 µM] | -13% | 0% | 8% | 0% | ?
Cc1ccc(S(=O)(=O)N2CCN(C(=O)CCC(=O)NCCc3ccc(S(N)(=O)=O)cc3)CC2)c(C)c1 | -10% | 6% | -7% | 1% | ? | -12% | ?
CCCN(CCC)CC(O)COc1ccccc1C(=O)Nc1ccccc1 (configuration not stated) | -6% | / | -1%[9.22 µM] | 15% | 28%[10 µM] | 2% | /
COc1ccc(Cl)cc1-c1nc(SCC(=O)N(C)CCC#N)n[nH]1 | -10% | 4% | -10% | -8% | -7%[10 µM] | 0% | 0%
O=C(NCc1cccs1)C1CCCN(S(=O)(=O)c2cnc[nH]2)C1 (configuration not stated) | -4% | -18%[38.3 µM] | -4% | -4% | 16% | 3% | -2%
CCCOc1ccc(CNC(=S)NCc2ccc(OC(C)C)cc2)cc1 | -4% | 8% | 15% | -4% | 24%[10 µM] | -7% | -4%
NC(=O)[C@@H]1CCCN1Cc1nc(Cc2cccc(C(F)(F)F)c2)no1 | 8% | 3% | 5% | 4% | 3% | -8% | -1%
C=CCn1c(SCC(=O)NC2CCS(=O)(=O)C2)nc2sc(CC)cc2c1=O (configuration not stated) | -3% | 6%[38.3 µM] | 9% | 0% | -12% | -1% | -4%
Cn1c(=O)c2c(c3ccccc31)OC(C)(C)CC2 | 3% | 15% | 8% | 7% | / | -8% | -2%
CCOC(=O)c1cc2occc2n1Cc1ccc(F)cc1 | 1% | 13%[38.3 µM] | ? | 6% | 3% | -4% | 0%
CCOc1ccc(N2C(=O)CC(N(CCc3ccc(OC)c(OC)c3)C(=S)Nc3ccccc3)C2=O)cc1 (configuration not stated) | -5% | -6% | 13% | 4% | -9%[10 µM] | 7% | -1%
NC(=O)N/N=C/c1ccc2cccc(OCc3ccccc3)c2n1 | 13% | / | 0%[9.22 µM] | 4% | -6%[10 µM] | 7% | /
O=C(NC1CCCCCC1)C1Cc2ccccc2CN1C(=O)c1ccco1 (configuration not stated) | 1% | -5% | -11% | 5% | -16% | -13% | -5%
O=C(NCCN1CCOCC1)c1sc2ccccc2c1Cl | -3% | 0% | 22%[9.22 µM] | 8% | 13%[10 µM] | 0% | -1%
O=C(O)CC(NC(=O)COc1ccc(Cl)cc1Cl)C(=O)O (configuration not stated) | -6% | -2%[38.3 µM] | -5% | -10% | 13% | -1% | -5%
COCc1nnc(NC(=O)CSCc2ccccc2)s1 | -1% | -8%[38.3 µM] | 8% | -14% | -19% | 11% | 10%
COC(=O)[C@@]1(Cc2ccccc2)[C@H]2c3cc(C(=O)N4CCCC4)n(Cc4ccc(C(F)(F)F)nc4)c3C[C@H]2CN1C(=O)c1ccccc1 | 10% | 0% | / | 2% | -31%[inhibitor] | / | /
COc1ccccc1-c1cc(N)n(S(=O)(=O)c2ccc(F)c(C)c2)n1 | -6% | 6% | -10% | 9% | 28%[10 µM] | -3% | -9%
CCn1c(-c2cccc(Br)c2)n[nH]c1=S | -8% | -14%[38.3 µM] | -9% | 14% | 1%[10 µM] | -2% | 3%
CCOC(=O)c1sc(=S)n(C)c1NC(=O)c1cccc(Br)c1 | 2% | / | 27%[9.22 µM] | -16% | 20%[10 µM] | -4% | /
COCCOC(=O)C1=C(C)NC(=O)NC1c1ccc(OC(=O)c2ccco2)c(OC)c1 (configuration not stated) | -3% | 26%[38.3 µM] | -18% | 8% | -12% | -20% | -6%
O=C(CSc1nnc(CN2CCOCC2)n1-c1ccccc1)Nc1ccc(Cl)cc1 | 6% | 5% | 14% | 2% | -23%[10 µM] | -1% | 0%
Cc1cc2c(=O)[nH]c(N)nc2nc1C | / | -5% | / | -3%[14.2 µM] | 17%[10 µM] | / | /
NS(=O)(=O)c1ccc(NC(=S)NCCc2ccccc2)cc1 | -4% | -6% | 3%[9.22 µM] | -4% | -37% | 11% | 5%
CCc1ccccc1-n1c(SCC(=O)N2CCCC2)nc2[nH]ncc2c1=O | 1% | 8% | 1% | -12% | 9% | -4% | 7%

Quoted from the listing:
HttQ103 aggreg, CCOC(=O)c1sc(=S)n(C)c1NC(=O)c1cccc(Br)c1 = 27%[9.22 µM]
IMPase Li cell, CCc1ccccc1-n1c(SCC(=O)N2CCCC2)nc2[nH]ncc2c1=O = 8%

The listing picks up; the 2 compounds before the break are reprinted first.
molecule | aGlu spleen mod | IMPase Li cell | HttQ103 aggreg | RGS12 GoLoco inh | HTT cytoprotect | GAA glycogen mod | GAA inhib
NS(=O)(=O)c1ccc(NC(=S)NCCc2ccccc2)cc1 | -4% | -6% | 3%[9.22 µM] | -4% | -37% | 11% | 5%
CCc1ccccc1-n1c(SCC(=O)N2CCCC2)nc2[nH]ncc2c1=O | 1% | 8% | 1% | -12% | 9% | -4% | 7%
O=C(Cc1ccc(Nc2nc(=S)[nH]c3ccccc23)cc1)NC1CCCCC1 | -7% | 10% | -1% | 13% | -11%[10 µM] | -12% | -8%
Cc1sc2nc(C)n(/N=C/c3ccccc3)c(=O)c2c1C | 1% | 18%[38.3 µM] | -8% | 2% | -4% | 4% | -12%
CC1(C)CC(=O)c2c(oc3cc4c(cc23)OCO4)C1 | 0% | 23% | / | 0% | -87%[inhibitor] | / | /
O=C(CNCC1CCCO1)N1CCCc2ccccc21 (configuration not stated) | -12% | 18%[38.3 µM] | -4% | 2% | 16% | 1% | -15%
O=C(c1cccc(F)c1)N1CCN(S(=O)(=O)Cc2ccccc2)CC1 | -2% | / | 36%[9.22 µM] | 0% | 4%[10 µM] | -2% | /
O=C(NCc1ccc2c(c1)OCO2)c1cc(-n2cnnc2)ccc1Cl | -4% | 21%[38.3 µM] | -4% | -145% | -12% | -1% | -9%
CCc1ccc(OCC(=O)NC(NC(=S)Nc2ccc(C)cc2C)C(Cl)(Cl)Cl)cc1 (configuration not stated) | -10% | 28%[38.3 µM] | -11% | 1% | -79%[inhibitor] | 4% | 1%
CCOCCCn1c(SCc2nc3ccccc3s2)nc2ccccc2c1=O | 0% | -7% | ? | -13% | -61%[inhibitor][10 µM] | -9% | 11%
Cc1cc(N2CCN(S(=O)(=O)c3ccc(C)c(C)c3)CC2)c2ccccc2n1 | -2% | 69%[activator][38.3 µM] | ? | 1% | -24% | -12% | -6%
CC(C)(C)n1cnc2cc(NC(=O)c3cccs3)ccc21 | 2% | 5% | -17% | 0% | -153%[inhibitor] | -11% | 6%
COc1ccc(OC)c(NC(=O)c2ccc(OC3CSC3)cc2)c1 | -4% | 2% | -15% | 5% | -62%[inhibitor] | -24% | -1%
Cc1cc(C)n2nc(SCc3cc(=O)oc4cc(C)c(C)cc34)nc2n1 | 1% | 46%[activator][38.3 µM] | 14% | -15% | -20% | 3% | -3%
CCC1CCCCN1S(=O)(=O)c1ccc(NC(=O)CSc2ncccc2C(=O)O)cc1 (configuration not stated) | 0% | -8%[38.3 µM] | 4% | 5% | -13% | -2% | 2%
O=C(NC(=S)NCc1ccco1)c1ccccc1 | -14% | 4% | 28%[9.22 µM] | 10% | -4%[10 µM] | -6% | 8%

Assay outcomes: PubChem, National Center for Advancing Translational Sciences (NCATS)
